# MEKK2wt PB1 HTS: raises or lowers MEK5 binding to wildtype human MEKK2 PB1 domain; binding response (% of control), % at 10 µM; bead flow cytometry, Alexa488-MEK5 binding to MEKK2 WT; actives lie on both sides; hit rate 1.1% among 290,000; in the data active means binding response below about 67% or above about 130%
# MEKK2 mut-MEK5: signal of MEK5 binding to mutant human MEKK2 PB1 domain. bead flow cytometry, Alexa488-MEK5 binding to MEKK2 mutant. percent response, % at 10 µM. hit rate 0.35% among 290,000. AID 1530; in the data active means percent response above about 24%, passing the limit was not always enough; further: inactives centre near 1; some results filed as inactive read as strong as hits
# GalR3 antagonist: antagonists of human GalR3; inhibition, % at 3 µM; O60755; hit rate 0.44% among 360,000; HEK293 GalR3-CNG cAMP membrane potential fluorescence; galR3 body fused to GalR1 C-terminus;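 active means inhibition above the screen-wide average plus 3 SD, cut at about 13% in these data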;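 further: forskolin and galanin both at EC90 stimulate the cells; cAMP rise reported by CNG channel membrane potential dye signal; 0% = forskolin plus galanin with DMSO and 100% = forskolin alone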
# Target sequence (O60755 1-299 limits assumed): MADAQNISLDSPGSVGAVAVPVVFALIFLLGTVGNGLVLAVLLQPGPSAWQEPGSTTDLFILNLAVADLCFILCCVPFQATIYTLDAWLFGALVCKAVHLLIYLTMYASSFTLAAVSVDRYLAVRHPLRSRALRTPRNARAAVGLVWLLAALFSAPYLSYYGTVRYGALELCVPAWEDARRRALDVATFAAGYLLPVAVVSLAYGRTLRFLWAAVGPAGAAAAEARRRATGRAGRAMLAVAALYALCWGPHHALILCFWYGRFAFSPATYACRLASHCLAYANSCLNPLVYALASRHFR
# OXTR ag: agonists of human oxytocin receptor; P30559; CHO-OTR cells, Fluo-8 calcium fluorescence; normalized: DMSO 0%, oxytocin 100%; activation, % at 3 µM; hit rate 0.32% among 320,000; AID 2435;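 active means activation above the mean of all tested compounds plus 3 SD, cutoff set per screening run, cut at about 20% in these data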;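 further: peak over basal fluorescence ratio from a 100 s FLIPR kinetic read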
# V1R ag counter: counter-screen for oxytocin receptor agonists: human V1a receptor agonists; CHO-V1R cells, Fluo-8 calcium fluorescence, agonist mode; 0% DMSO, 100% 3 nM vasopressin; hit rate 0.25% among 320,000; activation, % at 3 µM; P37288;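 active means activation above the mean activation of all tested compounds plus 3 SD, per screening run, cut at about 20% in these data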;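 further: signal is peak over basal fluorescence ratio across a 100 second FLIPR read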
# Target sequence (P37288 whole entry, looked up): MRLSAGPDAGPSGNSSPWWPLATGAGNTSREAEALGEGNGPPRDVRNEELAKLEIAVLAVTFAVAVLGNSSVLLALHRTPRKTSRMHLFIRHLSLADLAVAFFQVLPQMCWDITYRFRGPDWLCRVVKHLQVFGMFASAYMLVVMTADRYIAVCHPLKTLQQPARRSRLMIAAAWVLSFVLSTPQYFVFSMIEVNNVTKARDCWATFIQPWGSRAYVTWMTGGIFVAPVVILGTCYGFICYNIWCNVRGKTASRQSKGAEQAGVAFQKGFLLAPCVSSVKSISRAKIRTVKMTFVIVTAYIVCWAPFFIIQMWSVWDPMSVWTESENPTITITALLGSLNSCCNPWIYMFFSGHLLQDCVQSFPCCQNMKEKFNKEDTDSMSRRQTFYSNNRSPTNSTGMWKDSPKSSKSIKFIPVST
# OXTR potentiate: human OXTR potentiation. hit rate 0.061% among 320,000. activation, % at 3 µM. P30559. AID 2445. CHO-OTR cells, Fluo-8 calcium fluorescence, potentiator mode; 0% = oxytocin EC15, 100% = EC100;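 active means activation above that plate's cutoff, the mean activation of tested compounds plus 3 SD, cut at about 6.6% in these data, passing the limit was not always enough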;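 further: 100% uses oxytocin at 75 nM as the full agonist control; some results filed as inactive read as strong as hits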
#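 Material: CHO-OTR cells, human receptor; compound dosing: single dose, 3.0 µM nominal final compound concentration; schedule: 6 min compound pre-incubation at room temperature, 100 s kinetic read; measured by: kinetic Fluo-8 calcium fluorescence; read-out basis: % activation vs EC15 and EC100 oxytocin; controls: EC15 oxytocin alone as 0%, 75 nM oxytocin as 100%; replicates: singlicate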
# PfM18AAP inh: PfM18AAP enzyme inhibition; recombinant PfM18AAP, H-Glu-NHMec fluorogenic cleavage; inhibition, % at 7.35 µM; hit rate 1.2% among 290,000; AID 1822;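 active means inhibition above the campaign mean inhibition over all tested compounds plus 3 SD, cut at about 28% in these data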;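 further: 0% = plate median of test compound wells and 100% = 2 mM ZnCl2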
# GPR7 antagonist: human neuropeptides B/W receptor 1 antagonism | P48145 | GPR7-expressing cells, fluorescence antagonist assay | inhibition, % at 4.4 µM | hit rate 1.1% among 290,000; in the data active means inhibition above about 16%, passing the limit was not always enough;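 further: cells stimulated with the agonist NPW; 0% = agonist with vehicle and 100% = vehicle without agonist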
# Target sequence (P48145 whole entry, looked up): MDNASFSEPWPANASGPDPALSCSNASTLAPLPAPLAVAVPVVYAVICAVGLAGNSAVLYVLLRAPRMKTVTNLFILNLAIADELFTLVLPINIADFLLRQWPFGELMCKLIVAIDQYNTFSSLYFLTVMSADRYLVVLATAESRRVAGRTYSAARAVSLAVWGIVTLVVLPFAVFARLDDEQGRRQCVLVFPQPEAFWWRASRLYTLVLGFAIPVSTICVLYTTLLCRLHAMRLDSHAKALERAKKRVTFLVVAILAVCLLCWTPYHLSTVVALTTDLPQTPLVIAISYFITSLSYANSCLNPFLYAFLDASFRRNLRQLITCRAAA
# NALP1 inh: blocks the NALP1 inflammasome reconstituted in yeast | S. cerevisiae NALP1/ASC/caspase-1 growth, X-gal OD620, 72 h | inhibition, % at 10 µM | hit rate 0.61% among 280,000 | AID 2071; in the data active means inhibition mostly above about 24%, no sharp cut-off; inactive means mostly below about 32%; further: some compounds called inactive have numbers as strong as hits
# Active calls of the source: *; . = not tested or not shown; [ ] = dose if it differs, or a comment.
SMILES,MEKK2wt PB1 HTS,MEKK2 mut-MEK5,GalR3 antagonist,OXTR ag,V1R ag counter,OXTR potentiate,PfM18AAP inh,GPR7 antagonist,NALP1 inh
CCOC(=O)C1CCN(C(=O)c2cc(CN3C(=O)c4ccccc4C3=O)ccc2OCC)CC1,.,.,-2,-1.6,-0.5,-2,.,.,.
O=C(CCc1nc2ccccc2c(=O)[nH]1)OCCOc1ccc(Cl)cc1,99,-4,-8,0.8,-0.2,-16,-14,-12,13
COc1ccc(CNC(=O)Cc2ccc(NC(=O)C3=C(C)OCCS3)cc2)cc1,103,2,-1,-0.5,0.4,-4,5,18,-22
CC(=O)c1cccc(NC(=O)C2=CC(c3cccs3)=NS(=O)(=O)N2C)c1,103,4,-7,4.9,4.0,-6,3,-4,24
COc1ccc(CCNC(=O)c2ccc(CN3CCC(Cc4ccccc4)CC3)cc2)cc1,117,5,-2,0.6,1.5,-2,-6,-6,38
O=C(COC(=O)Cc1ccc(F)cc1)NC1CCS(=O)(=O)C1 (configuration not stated),.,.,-2,-0.7,-0.1,-11,.,.,.
CC(NC(=O)CNC(=O)c1ccco1)c1ccccc1 (configuration not stated),102,5,-10,0.7,-0.1,1,-5,-12,6
Cc1ccc(S(=O)(=O)N2CCOCC(=O)NCCOCCNC(=O)COCC2)cc1,101,7,4,.,.,.,-2,-8,15
C/C(CC1(O)/C(=N/O)CCc2nonc21)=N\O (configuration not stated),97,-1,-3,0.7,0.9,-8,7,-1,12
Cc1ccc(-c2nnc3sc(-c4ccncc4)nn23)cc1,100,3,-3,-0.5,-0.2,0,-6,-6,16
COc1ccc(S(=O)(=O)N2CCOCC2)cc1NC(=O)c1ccc2c(c1)OCCO2,102,-3,-4,-1.3,-1.2,0,3,-3,-9
COc1ccc(-c2nnc(SCC(=O)c3ccco3)n2-c2ccccc2)cc1,98,-3,-1,-0.7,0.6,-11,2,-9,27
CC1Cc2ccccc2N1CC(=O)NC(c1ccccc1)c1ccccc1 (configuration not stated),96,0,-7,-2.2,-1.6,-12,-2,-10,16
CCc1cccc(C)c1NC(=S)N(CCN(C)C)Cc1cccs1,107,3,-3,0.2,0.0,-8,-7,-7,-5
COC(=O)c1sc(S(=O)(=O)N2CCN(CCO)CC2)c(C(=O)OC)c1C,74,-10,-2,-0.8,0.1,-19,-3,-15,-12
CCCC(=O)Nc1ccc(Cl)c(NC(=O)CC)c1,101,1,-3,-0.2,0.9,-14,-8,-3,5
CCOC(=O)C1CCCN(S(=O)(=O)c2cc3c4c(c2)CCC(=O)N4CCC3)C1 (configuration not stated),.,.,-2,1.9,4.3,-14,.,.,.
Cc1cc(C)c2cc(CN(Cc3nnnn3C3CCCCC3)CC3CCCO3)c(=O)[nH]c2c1 (configuration not stated),100,-3,-7,-1.8,-0.1,-3,6,-10,1
COc1ccc(N(CC(=O)NN=C2CCN(C)CC2)S(=O)(=O)c2ccc(NC(C)=O)cc2)cc1,93,-1,2,-0.5,0.5,-10,-8,2,14
Cc1ccc(NC(=S)/C(=C(\[O-])c2ccc(F)cc2)[n+]2ccccc2)cc1,96,-2,0,-0.9,-1.4,-12,-2,0,7

# Sorted by molecular weight (rising): part of the list above
SMILES,MEKK2wt PB1 HTS,MEKK2 mut-MEK5,GalR3 antagonist,OXTR ag,V1R ag counter,OXTR potentiate,PfM18AAP inh,GPR7 antagonist,NALP1 inh
COC(=O)c1sc(S(=O)(=O)N2CCN(CCO)CC2)c(C(=O)OC)c1C,74,-10,-2,-0.8,0.1,-19,-3,-15,-12
COc1ccc(S(=O)(=O)N2CCOCC2)cc1NC(=O)c1ccc2c(c1)OCCO2,102,-3,-4,-1.3,-1.2,0,3,-3,-9
COc1ccc(N(CC(=O)NN=C2CCN(C)CC2)S(=O)(=O)c2ccc(NC(C)=O)cc2)cc1,93,-1,2,-0.5,0.5,-10,-8,2,14

# Other entries follow:
SMILES,MEKK2wt PB1 HTS,MEKK2 mut-MEK5,GalR3 antagonist,OXTR ag,V1R ag counter,OXTR potentiate,PfM18AAP inh,GPR7 antagonist,NALP1 inh
CNC(=O)c1c(NC(=O)c2ccco2)sc2c1CCC2,105,6,-6,-0.9,-1.7,-9,10,-24,25
Cn1cc(CCC(=O)N2CCCC(N3CCN(c4ccccc4F)CC3)C2)cn1 (configuration not stated),102,5,-9,-1.3,-1.3,-12,8,-5,-13
NC(=O)CSc1nnc(-c2ccccc2Br)n1-c1cccc(C(F)(F)F)c1,101,-1,-2,-1.0,0.6,-5,-11,-8,.
COc1ccc(C(=O)NC(=S)Nc2cccc3cc(O)ccc23)cc1OC,101,3,1,0.7,1.5,-5,-3,-5,10
CCOc1cc2[nH]c(=O)n(Cc3ccc(C(=O)NCCCN4CCC(C)CC4)cc3)c(=O)c2cc1OCC,128,23,-6,0.9,-0.8,-9,2,-17,3
CS(=O)(=O)N(CC(=O)N1CCCCC1)Cc1ccccc1,105,1,-10,-0.7,1.2,3,-9,-5,24
CC(C)C[C@H](N)C(=O)N1CCC(C(=O)N[C@H](C(=O)NCc2ccc(F)cc2)C(C)C)CC1,105,2,-6,0.3,-0.2,0,-3,-7,-4
Clc1ccccc1OCCn1cnc2ccccc21,105,6,-6,2.9,2.7,-7,-6,18,30*
O=C(CN1C(=O)c2ccccc2C1=O)NCC1CCCO1 (configuration not stated),105,2,-4,1.1,0.7,-12,-6,-8,7
O=C(CSc1nnc(COc2ccc(Cl)cc2)o1)NC1CC2CCC1C2 (configuration not stated),100,-1,-8,3.6,6.7,-14,-3,0,5
COc1ccc(C2=NOC(Cn3nc(C(=O)NCc4ccc(OC(F)(F)F)cc4)cc3-c3ccccc3)C2)cc1 (configuration not stated),.,.,-3,-0.1,-0.2,-5,.,.,.
O=C(COc1cc(O)c2c(=O)cc(-c3ccccc3)oc2c1)c1cccc([N+](=O)[O-])c1,106,7,-3,0.2,-0.1,-12,-7,-1,35
COc1ccc(Nc2nc3ccccc3n2C)cc1,109,13,2,-1.7,-0.7,-2,-15,-2,20
COc1ccccc1C(=O)NNC(=O)c1cccc(Cl)c1,100,-8,-2,-0.4,3.8,-5,7,-14,15
O=C(COC(=O)CCc1ccccc1)Nc1ccccc1OC(F)F,102,-1,-6,-2.0,3.6,-7,-12,-1,.
CC(C)[C@H](NC(=O)c1ccco1)C(=O)OCC(=O)N1CCc2ccccc21,111,6,0,-2.1,-0.4,-12,-6,0,-1
CC(=O)Nc1ccc(S(=O)(=O)NCCC(=O)NCCc2ccc(F)cc2)cc1,98,16,1,-0.6,-1.1,-13,-3,0,-16
CC(=O)c1cccc(NC(=O)N2CCCC2C(=O)Nc2c(C)cccc2C)c1 (configuration not stated),104,3,-3,-0.8,-1.2,-8,4,3,-18
CCCN(CCC)c1nc2c(C)cccn2c(=O)c1/C=C1/SC(=S)N(Cc2ccco2)C1=O,.,147*,.,.,.,.,-1,-6,6
CC(C)CN(C(=O)COC(=O)CSc1ccccc1F)c1c(N)n(Cc2ccccc2)c(=O)[nH]c1=O,.,.,-3,-0.7,0.0,-5,.,.,.
COc1ccc(C(=S)N2CCOCC2)cc1OC(=O)c1ccc([N+](=O)[O-])cc1[N+](=O)[O-],95,-3,-8,3.6,2.7,-6,8,17,-12
COCc1cc(/C=N\NC(=O)Cc2ccc(Cl)cc2)ccc1OC,109,0,2,-2.3,0.9,-3,4,-5,20
CCC(C)(C)C1CCc2[nH]nc(C(=O)NCc3ccccn3)c2C1 (configuration not stated),.,.,-8,1.1,0.8,-4,.,.,.
COc1ccc(C(CC(=O)O)N2Cc3ccccc3C2=O)cc1OC (configuration not stated),95,5,-9,0.7,0.6,-3,-2,-4,-2
COc1ccc([C@@H]2CC=C(C(=O)O)[C@H](c3ccc(Cl)cc3)N2S(=O)(=O)c2ccc(C)cc2)cc1OC,.,.,1,-0.3,0.7,-7,.,.,.
CC(SCCc1ccccn1)C(=O)O (configuration not stated),102,7,2,-0.8,-0.3,-15,-1,3,33
COc1cccc(NC(=O)c2ccco2)c1,1.0*[inhibitor],-41,-5,0.7,0.8,-5,-13,-7,-1
CCN(CC)Cc1c(C(=O)N/N=C/c2cccnc2)nnn1-c1nonc1N,94,-9,-6,0.5,1.3,-6,-4,-13,4
CC(=O)c1cccc(NC(=O)C2CC(=O)N(c3ccc4c(c3)OCCO4)C2)c1 (configuration not stated),.,.,3,-0.1,0.7,0,.,.,.
Cc1ccc2ccc[n+](Cc3ccccc3)c2c1,.,.,-1,-0.2,-0.4,0,.,.,.
COc1ccc(C2=C(SC)CC2=NC(C)(C)C)cc1,100,-1,4,0.0,0.0,-1,-9,5,11
CCN=C1SC(CC(=O)Nc2ccc(C(F)(F)F)cc2)C(=O)N1CC (configuration not stated),100,-1,-9,3.2,5.5,-9,9,-7,-11
Clc1ccc(-c2cnc3ccccc3n2)cc1,96,-2,-4,-1.4,-0.9,3,2,0,25
O=C(O)CCCC(=O)N1CCN(c2ncccn2)CC1,99,-3,-2,0.3,0.2,-5,0,-24,10
O=C(Nc1ccc(N2CCN(C(=O)c3ccc(Cl)cc3)CC2)cc1)c1ccc(Br)o1,98,-1,-5,0.1,1.8,-15,-15,8,20
CCc1cccc(OCC(O)Cn2c(N3CCCCC3)nc3c2c(=O)[nH]c(=O)n3C)c1 (configuration not stated),101,4,-8,-1.0,-1.0,-12,1,-15,1
C[C@@H](O)C1NC(=O)[C@H](CCCCN)NC(=O)c2cc([N+](=O)[O-])cc(I)c2OCC[C@@H](C(N)=O)NC1=O (some centres not stated),104,7,-9,-0.4,1.1,-2,2,3,27
COCCN(C(=O)CNC(=O)c1ccco1)C(C(=O)NC1CCCC1)c1cccs1 (configuration not stated),104,2,-1,0.3,0.4,-8,11,-5,-11
Cc1cc(Br)c(NC(=O)c2ccccc2[N+](=O)[O-])cc1C,98,-1,-1,-1.5,-2.2,-12,-2,-19,13
Nc1ccc(SCc2nc3cccc4c3n2CCC4)cc1,95,2,-10,-0.5,-0.6,2,5,1,-1
COc1ccc(NC(C)=O)cc1CNC(=O)COc1ccccc1C(=O)Nc1cccc(C)c1C,108,6,-11,-1.6,-0.6,-3,7,-15,6
CCNC(=O)C12CCC(C)(c3nc4cc(C)c(C)cc4nc31)C2(C)C (configuration not stated),99,1,6,-2.8,-1.8,-4,3,-15,-3
CC(=O)c1ccc(N2CCN(C(=S)Nc3cc(C)ccc3C)CC2)cc1,86,-1,-4,4.0,2.3,1,-7,-4,20
CCOC(=O)c1ccc(Oc2nc(NC(C)(C)C)nc(N(C)C)n2)cc1,103,13,-5,-2.2,2.2,-3,5,-7,7
Cc1nn(Cc2ccc(F)cc2)c(C)c1NC(=O)CCCn1nc([N+](=O)[O-])cc1C,104,-1,-3,0.0,0.4,-1,-2,-11,-13
COc1cc2ncnc(Nc3ccc4c(c3)OCO4)c2cc1OC,100,1,-5,-1.6,-1.2,0,-13,2,3
CCCCN=C1CC(C)(C)CC(=O)/C1=C(/O)CCC,84,-36,8,-2.2,-1.0,-10,-5,-12,10
CC1(c2ccccc2)NC(=O)N(CC(=O)Nc2nc(-c3ccccn3)cs2)C1=O (configuration not stated),.,.,-1,1.0,1.4,4,.,.,.
COC(=O)c1ccc(Cn2cnc3c(cnn3-c3ccc(Cl)cc3)c2=O)o1,96,-7,-2,0.4,2.7,-8,2,-3,47
CCn1c(C)cc(C(=O)COC(=O)c2cccnc2SC)c1C,.,.,-6,-1.8,-1.1,-5,.,.,.
